Assay outcomes (PubChem)
PfHsp40 yeast: rescue of yeast from PfHsp40 toxicity, primary screen, S. cerevisiae, ATP luminescence | S. cerevisiae expressing PfHsp40, growth rescue | 340,000 tested, 0.68% active | growth rescue, % at 12.5 µM; in the data active means growth rescue above about 28%, passing the limit was not always enough; inconclusive means no clear call, values can overlap the other calls;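 further: yeast W303a lacking pdr1 and pdr3 grown in galactose medium; growth measured after three days at 30 °C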
PriA SSB inh: inhibitors of Klebsiella pneumoniae PriA binding to SSB C-terminal tail, primary screen, biochemical, AlphaScreen; PriA–SSB C-terminal tail interaction (Klebsiella pneumoniae); AlphaScreen SSBct-PriA binding, biotinylated peptide; inhibition, % at 33 µM; 430,000 tested, 0.6% active; AID 1272365, 2023; in the data active means inhibition mostly above about 37%, no sharp cut-off; inactive means mostly below about 20%;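 further: plate controls were negative control peptide for no effect and reference peptide for full effect; strong numbers were not always called active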
BoNT-A LC inh2: BoNT/A light chain protease inhibitors, primary screen, biochemical, flow cytometry, MLPCN library. AID 588499, 2011. 360,000 tested, 0.17% active. inhibition, % at 10 µM. multiplex microsphere protease substrate cleavage. Botulinum neurotoxin type A light chain protease (Clostridium botulinum A str. ATCC 3502); further: plate controls were buffer without enzyme for full effect and enzyme alone for no effect
TcdB inh: TcdB glycohydrolase inhibitors, primary screen, biochemical, single point, plate reader; 350,000 tested, 0.24% active; inhibition, % at 9.99 µM; TcdB glycohydrolase enzymatic assay; AID 652162, 2013; in the data active means inhibition above about 10%
Yp Topo-I inh: Yersinia pestis topoisomerase I inhibitors, primary screen, biochemical, cleavage product accumulation, plate reader, single point; DNA topoisomerase I (Yersinia pestis CO92); Y. pestis Topo-I cleavage product accumulation; activity, % at 10 µM; 360,000 tested, 0.064% active; AID 504884, 2011; in the data active means activity above about 50%, passing the limit was not always enough; inconclusive means no clear call, values can overlap the other calls; further: inactives centre near 2
Vc quorum ag: inducers of Vibrio cholerae quorum light production without autoinducers, primary screen, BH1578 luxS cqsA deficient, single point | AID 588436, 2011 | V. cholerae BH1578 lux reporter, luminescence, 6 h | activation, % at 18.7 µM | 350,000 tested, 0.16% active; in the data active means activation mostly above about 9.7%, no sharp cut-off; inconclusive means no clear call, values can overlap the other calls; inactive means mostly below about 3.7%; further: not every result past the cut was called active; inactives centre near 0; reference of the scale not given here
Anthrax LF inh2: Bacillus anthracis LF protease inhibitors, primary screen, biochemical, multiplex microsphere, MLPCN library. Lethal factor (Bacillus anthracis), P15917. multiplex microsphere protease cleavage assay. inhibition, % at 10 µM. 360,000 tested, 0.12% active. AID 588501, 2011; further: plate controls were buffer without enzyme for full effect and enzyme alone for no effect
Target sequence (P15917 whole entry, looked up): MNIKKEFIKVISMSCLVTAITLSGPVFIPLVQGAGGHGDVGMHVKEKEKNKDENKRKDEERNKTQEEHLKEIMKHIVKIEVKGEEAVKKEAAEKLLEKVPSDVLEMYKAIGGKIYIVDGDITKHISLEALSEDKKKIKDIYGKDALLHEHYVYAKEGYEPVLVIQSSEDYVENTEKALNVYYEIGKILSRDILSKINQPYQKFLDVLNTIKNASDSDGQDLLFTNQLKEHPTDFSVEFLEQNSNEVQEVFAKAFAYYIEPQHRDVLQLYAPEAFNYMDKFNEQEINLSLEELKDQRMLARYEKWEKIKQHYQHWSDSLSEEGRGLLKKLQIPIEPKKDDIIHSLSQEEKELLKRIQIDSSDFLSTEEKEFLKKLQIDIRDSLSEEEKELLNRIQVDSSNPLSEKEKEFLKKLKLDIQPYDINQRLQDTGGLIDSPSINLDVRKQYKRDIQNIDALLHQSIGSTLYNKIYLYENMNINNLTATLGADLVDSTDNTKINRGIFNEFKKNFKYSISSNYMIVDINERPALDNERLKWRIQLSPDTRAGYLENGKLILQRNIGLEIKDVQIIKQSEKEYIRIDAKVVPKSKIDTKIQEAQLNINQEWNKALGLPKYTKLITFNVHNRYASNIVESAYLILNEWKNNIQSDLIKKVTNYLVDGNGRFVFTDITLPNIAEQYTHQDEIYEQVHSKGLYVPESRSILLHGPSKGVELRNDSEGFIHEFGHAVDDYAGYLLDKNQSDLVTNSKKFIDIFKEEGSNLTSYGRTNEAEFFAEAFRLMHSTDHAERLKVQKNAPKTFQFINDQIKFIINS
SARS 3CLpro inh: SARS-CoV 3CLpro protease inhibitors, primary screen, biochemical, quenched FRET | AID 1706, 2009 | 290,000 tested, 0.14% active | Replicase polyprotein 1ab (Severe acute respiratory syndrome coronavirus), P0C6X7 | inhibition, % at 6 µM | recombinant SARS-CoV 3CLpro, quenched FRET peptide cleavage; in the data active means inhibition above about 12%
PrPC surface inh: inhibitors of human cell surface prion protein PrPC, primary screen, cell-based, TR-FRET; AID 720596, 2013; inhibition, % at 13.8 µM; TR-FRET read-out; 370,000 tested, 0.43% active; Major prion protein (Homo sapiens), P04156; in the data active means inhibition above about 24%; further: 0% = median of the test wells and 100% = reference compound wells
The depositor's hits bear a star; i = inactive; ? = inconclusive; nt = no result given; & = joins results of further samples. Unless noted, no stated cut-off is given here; in the data, active means inhibition above about 30%; inconclusive means no clear call, values can overlap the other calls; inactive means below that. Not all compounds are listed; count on the stated rates, not on these rows.

canonical_smiles	PfHsp40 yeast	PriA SSB inh	BoNT-A LC inh2	TcdB inh	Yp Topo-I inh	Vc quorum ag	Anthrax LF inh2	SARS 3CLpro inh	PrPC surface inh
CN(C)C(CNC(=O)CCOc1ccccc1)c1ccco1 (stereo not given)	-0.3	-20	-0.3	0.8	10	i	-12	1	-1
COc1ccc(N2CC(C(=O)N3CCC(c4nc5ccccc5[nH]4)CC3)CC2=O)cc1 (stereo not given)	-0.5	9	2.1	2.3	3	-1.4	4	nt	-4
O=C(OCc1ccccc1)N1CCC2CC1c1ccc(-c3ccc4c(c3)OCO4)cc12 (stereo not given)	nt	nt	-0.2	-0.3	26	i	-2	nt	2
CC(=O)C1=C(C)Nc2ncnn2C1c1ccccc1OCc1ccccc1 (stereo not given)	-0.9	-3	-1.2	nt	7	i	-2	1	-4
CCOC(=O)c1[nH]c2cc3c(cc2c1NC(=O)CN1CC(C)CC(C)C1)OCO3 (stereo not given)	0.2	-3	0.1	nt	-2	-0.6	1	-1	-1
CS(=O)(=O)N(CCc1ccccc1)CC(=O)N1CCN(c2ccc(F)cc2)CC1	1.1	-9	0.2	nt	0	-1.1	0	2	1
OCCN(Cc1ccccc1)C(=S)Nc1ccc(Cl)cc1Cl	1.1	-4	0.0	-0.2	-4	-0.5	-3	5	-2
CC(=O)c1ccc(NC(=O)c2ccc3c(c2)C(=O)N(c2ccccn2)C3=O)cc1	0.1	-6	-6.7	-1.0	-10	0.4	0	-2	2
COCCN1C(=O)COc2ccccc2C1C(=O)NC(C)(C)C (stereo not given)	nt	nt	-0.4	1.3	nt	nt	-3	nt	3
CCOc1ccc(S(=O)(=O)NCC2CCCO2)cc1NC(=O)c1ccccc1F (stereo not given)	-1.5	-4	4.3	1.3	3	-0.6	7	-2	-3
Cc1nn(-c2cc(Cl)ccc2N)c(=O)c2ccccc12	-1.1	-11	-1.0	nt	4	1.6	-2	-3	-2
O=C(Nc1c(F)cc(F)cc1Br)c1ccco1	2.1	-2	?	0.8	1	2.2	-1	4	nt
Clc1ccc(-n2ncc3c(NCc4cccs4)ncnc32)cc1	0.4	-11	-0.2	nt	-4	-0.2	-10	5	-2
COC(=O)c1ccccc1N(C)C(=O)C12CCC(C)(C(=O)O1)C2(C)C (stereo not given)	0.9	-6	0.2	nt	-6	-3.6	-2	3	-6
Cc1cccc(NC(=O)CSc2nc3c(oc4ccccc43)c(=O)n2-c2ccccc2)c1	0.8	-4	0.9	1.0	-7	-0.4	-1	-3	-3
COc1ccc(/C=C2/SC(=S)NC2=O)cc1OCc1ccccc1	-0.3	1	-0.9	0.6	1	-0.4	9	3	-2
CC(C)[C@H](NS(=O)(=O)c1ccc2c(c1)OCCO2)C(=O)OCC(=O)Nc1ccccc1	0.0	0	0.7	nt	-6	i	1	4	5
CNC(=O)NC1CCCCc2sccc21 (stereo not given)	0.3	-6	-0.1	nt	11	i	-2	4	-6
Cc1ccccc1C1NC(c2ccccc2C)C(C)C(=O)C1C (stereo not given)	0.2	-7	2.2	0.2	10	-0.6	-7	2	2
O=C(CSc1nnc(-c2ccccc2F)o1)NC(=O)Cc1ccccc1	-2.0	-6	-10	0.8	9	-5.7	-8	nt	-2

New compounds follow.
canonical_smiles	PfHsp40 yeast	PriA SSB inh	BoNT-A LC inh2	TcdB inh	Yp Topo-I inh	Vc quorum ag	Anthrax LF inh2	SARS 3CLpro inh	PrPC surface inh
O=C(C1CCCN(S(=O)(=O)c2cccnc2)C1)N1CCN(c2ccccn2)CC1 (stereo not given)	-0.3	-6	0.3	-0.2	6	1.9	0	-10	-4
COc1cc(/C=N/NC(=O)CSc2nc3ccccc3n2C)cc(OC)c1OC	-1.1	nt	0.0	0.8	6	-0.3	1	-3	-7
CCN(CC)S(=O)(=O)N1CCC(C(=O)NCC2COc3ccccc3O2)CC1 (stereo not given)	-0.9	-12	0.1	nt	-4	-0.3	-5	0	nt
COc1cc(Cn2c3ccc(NC(=O)NCc4ccc(F)cc4)cc3c(=O)n2C)ccc1F	nt	nt	-0.2	0.5	23	-0.4	3	nt	13
Cc1ccc(C(=O)N/C(=C\c2ccc(-c3cccc([N+](=O)[O-])c3)o2)C(=O)NCCCN(C)C)cc1	-0.2	14	0.0	4.7	-15	0.4	-12	-4	-19
C/C(N)=C(/C#N)C(=O)COC(=O)Cc1coc2cc(C)ccc12	7.1	-1	-1.7	-0.1	-11	i	-2	-1	-3
CC1(C)C[C@H]2C=C(C=O)[C@]3(C=O)C[C@]3(C)[C@H]2C1	-1.1	4	1.7	1.1	3	-0.3	0	1	-2
CC(C)CCNC(=O)CCCOc1ccccc1	-1.0	-23	-0.3	nt	0	i	1	-1	2
COCCNC(=O)C(c1cccs1)N(C(=O)Cn1nnc2ccccc21)c1cccc(C)c1 (stereo not given)	-0.1	-25	-1.9	nt	-2	-0.7	-4	6	-4
CC(=O)[C@H]1[C@H](C#N)C[C@H]2[C@@H]3CC=C4C[C@@H](O)CC[C@]4(C)[C@H]3CC[C@@]21C	-0.1	-2	0.5	0.5	-8	8.5	4	1	5
CN1C(C(=O)Nc2ccc(OC(F)(F)F)cc2)=CC(c2ccco2)=NS1(=O)=O	-1.0	22	1.1	1.6	-6	0.0	0	10	-1
CCSc1nc2ccccc2n1S(=O)(=O)c1ccccc1	1.1	-14	-0.5	2.6	-7	0.2	8	2	4
COc1ccc(N2C(=O)CC(NC34CC5CC(CC(C5)C3)C4)C2=O)c(OC)c1 (stereo not given)	0.0	6&-2	4.4	nt	2	-7.1	11	-4	6
CCCCNS(=O)(=O)c1ccc2nc(SCC(=O)c3ccc(C#N)cc3)[nH]c2c1	0.1	-32	0.2	nt	0	i	0	2	-4
Cc1ccc(SCCN)cc1C	-0.2	5	0.1	1.1	-1	-0.3	0	-1	10
CN1CCN(C(=S)Nc2cc([N+](=O)[O-])ccc2Cl)CC1	0.6	5	0.2	-0.3	-13	-0.3	0	1	-16
COc1cc(NS(=O)(=O)c2cccc3nsnc23)cc(OC)c1	-0.5	2	0.0	nt	4	-6.9	-2	0	-9
CC(=O)Nc1ccc(NC(=O)C2Cc3c(-c4cccc(C(C)=O)c4)ccnc3O2)cc1 (stereo not given)	nt	nt	-0.2	-0.7	-11	-0.5	2	nt	4
COc1cccc(C=C(C#N)C(=O)c2ccccc2)c1	nt	nt	-0.5	-0.2	nt	nt	-6	nt	11
Cn1cc(Br)c(C(=O)NC(=S)Nc2ccc(S(N)(=O)=O)cc2)n1	-1.4	9	0.0	0.9	-3	-0.2	1	2	13

At a glance, some entries already given.
canonical_smiles	PfHsp40 yeast	PriA SSB inh	BoNT-A LC inh2	TcdB inh	Yp Topo-I inh	Vc quorum ag	Anthrax LF inh2	SARS 3CLpro inh	PrPC surface inh
COc1cc(Cn2c3ccc(NC(=O)NCc4ccc(F)cc4)cc3c(=O)n2C)ccc1F	nt	nt	-0.2	0.5	23	-0.4	3	nt	13
Cc1ccc(C(=O)N/C(=C\c2ccc(-c3cccc([N+](=O)[O-])c3)o2)C(=O)NCCCN(C)C)cc1	-0.2	14	0.0	4.7	-15	0.4	-12	-4	-19
C/C(N)=C(/C#N)C(=O)COC(=O)Cc1coc2cc(C)ccc12	7.1	-1	-1.7	-0.1	-11	i	-2	-1	-3
CC1(C)C[C@H]2C=C(C=O)[C@]3(C=O)C[C@]3(C)[C@H]2C1	-1.1	4	1.7	1.1	3	-0.3	0	1	-2
CC(C)CCNC(=O)CCCOc1ccccc1	-1.0	-23	-0.3	nt	0	i	1	-1	2
COCCNC(=O)C(c1cccs1)N(C(=O)Cn1nnc2ccccc21)c1cccc(C)c1 (stereo not given)	-0.1	-25	-1.9	nt	-2	-0.7	-4	6	-4
CC(=O)[C@H]1[C@H](C#N)C[C@H]2[C@@H]3CC=C4C[C@@H](O)CC[C@]4(C)[C@H]3CC[C@@]21C	-0.1	-2	0.5	0.5	-8	8.5	4	1	5
CN1C(C(=O)Nc2ccc(OC(F)(F)F)cc2)=CC(c2ccco2)=NS1(=O)=O	-1.0	22	1.1	1.6	-6	0.0	0	10	-1
CCSc1nc2ccccc2n1S(=O)(=O)c1ccccc1	1.1	-14	-0.5	2.6	-7	0.2	8	2	4

Continued.
canonical_smiles	PfHsp40 yeast	PriA SSB inh	BoNT-A LC inh2	TcdB inh	Yp Topo-I inh	Vc quorum ag	Anthrax LF inh2	SARS 3CLpro inh	PrPC surface inh
O=C(COC(=O)c1cccc(Br)c1)NCCc1ccc(F)cc1	-0.9	-9	-0.1	1.1	8	-0.3	-1	3	-3
C/C(CC(=O)Nc1cc(Cl)ccc1C)=N\NC(N)=O	6.6	nt	-1.2	1.0	5	-0.9	-10	1	-8
O=C(COC(=O)[C@@H]1CC(O)CN1S(=O)(=O)c1ccc(Cl)cc1)NC(=O)NCc1ccccc1 (stereo not given in full)	-0.9	-24	3.2	2.1	15	-2.3	0	nt	4
Cc1ccc(C(=O)NC(=S)Nc2cccc(NC(=O)c3ccccc3Cl)c2)cc1[N+](=O)[O-]	-1.2	0	0.5	nt	4	i	0	3	4
O=C(c1cccc(C(F)(F)F)c1)C1CCCN(Cc2cccc(OCCO)c2)C1 (stereo not given)	-1.4	-5	-1.0	-0.6	4	i	-1	6	2
COc1ccc2c3n([n+]([O-])c2c1)CCN=C3c1ccc(C)cc1	-0.9	-5	-0.2	1.3	5	i	-4	nt	-15
CCC(C)[C@H](NC(=O)N1CCC(C)CC1)C(=O)OC (stereo not given in full)	-0.3	1	0.2	-0.8	-4	-0.3	6	4	-8
C/C(=N\NC(=O)c1cc(C(C)C)[nH]n1)c1ccco1	3.3	nt	0.2	-0.1	8	nt	0	-10	-5
CN(C)c1ccc(NC(=S)NC23CC4CC(CC(C4)C2)C3)cc1	1.1	45*	-0.5	1.1	4	-0.5	-2	-5	2
O=C(NC(Cc1ccccc1)C(=O)O)/C(=C\c1ccccc1F)NC(=O)c1ccccc1 (stereo not given)	2.4	-12	0.0	1.0	5	0.7	4	4	-3
Cc1ccc(N)c(C)c1	-0.1	12	0.0	1.2	-1	-0.3	5	nt	-3
COc1cc2c(-c3cc(F)cc(F)c3)c(-c3ccsc3)oc(=O)c2cc1OC	1.2	-3	0.2	0.5	-6	i	-1	nt	1
O=C(Nc1ccccc1F)C1CC1c1ccccc1 (stereo not given)	0.5	-13	-0.5	-0.1	-7	0.0	0	8	5
Cc1cc(OC(=O)c2ccccc2F)c([N+](=O)[O-])c(=O)[nH]1	-0.4	-5	1.3	-0.5	0	-0.3	3	-5	6
CCNC(=S)Nc1ccc(N(c2ccccc2)C(C)C)cc1	0.9	-6	-0.2	1.2	20	i	-5	-5	nt
Nc1ccc(NC(=O)CCN2CCOCC2)cc1	0.6	-9	-2.9	0.1	10	i	-3	3	-3
CC(NC(=O)CN(c1ccccc1F)S(C)(=O)=O)c1ccccc1 (stereo not given)	-0.7	-4	0.6	-5.1	1	i	13	2	5
CC(C)NCCCCOc1ccc(Br)cc1Cl	3.5	-3	0.5	0.7	-2	-0.1	0	-3	-3
CSc1ccccc1NC(=O)c1ccncc1	0.8	5	-0.1	nt	-4	-1.0	0	-2	-2
